# TDP1 block: qHTS Assay for Inhibitors of Tyrosyl-DNA Phosphodiesterase (TDP1); Potency, µM (series often up to 130 µM), for the others: at the top dose activity change, negative = inhibition, most hits filed as inhibitors; recombinant TDP1, AlphaScreen DNA substrate cleavage; Tyrosyl-DNA phosphodiesterase 1 (Homo sapiens), Q9NUW8; 350,000 compounds, 0.28% hits; note: nearly all actives have a fitted effect of over 40% in size
# Target sequence (Q9NUW8 whole entry, looked up): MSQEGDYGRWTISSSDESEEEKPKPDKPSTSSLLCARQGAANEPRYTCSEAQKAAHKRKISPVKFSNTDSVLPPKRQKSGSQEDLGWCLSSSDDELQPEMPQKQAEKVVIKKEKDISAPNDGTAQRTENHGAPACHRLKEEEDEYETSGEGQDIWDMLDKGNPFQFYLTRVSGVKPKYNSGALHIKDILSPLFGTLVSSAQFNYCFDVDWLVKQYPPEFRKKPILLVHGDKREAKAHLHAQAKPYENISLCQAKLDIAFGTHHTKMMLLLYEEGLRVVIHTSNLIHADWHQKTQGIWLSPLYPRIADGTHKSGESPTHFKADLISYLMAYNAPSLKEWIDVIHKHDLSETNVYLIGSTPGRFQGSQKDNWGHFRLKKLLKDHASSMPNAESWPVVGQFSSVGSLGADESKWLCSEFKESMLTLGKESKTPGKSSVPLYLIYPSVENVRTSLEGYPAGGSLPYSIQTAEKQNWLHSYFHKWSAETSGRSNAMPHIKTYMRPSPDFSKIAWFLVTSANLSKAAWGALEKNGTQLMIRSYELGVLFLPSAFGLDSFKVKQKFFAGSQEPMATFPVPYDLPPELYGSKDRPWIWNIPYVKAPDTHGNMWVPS
#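 AlphaScreen read-out: signal falls as enzyme removes the 3' tyrosine-FITC from a 5'-biotinylated DNA oligo (15 nM, 5 min, RT). Enzyme was E. coli-made recombinant Tdp1 at 1 nM, exposed to compound for 15 min beforehand; beads 10 ug/ml, 10 min.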
# N370S GC: qHTS Assay for Inhibitors and Activators of N370S glucocerebrosidase as a Potential Chaperone Treatment of Gaucher Disease; Potency, µM (series often up to 59.4 µM), for inactives: at the highest dose activity change, negative = inhibition, actives largely listed as inhibitors; 330,000 compounds, 0.092% hits; Lysosomal acid glucosylceramidase (Homo sapiens), P04062; N370S GC spleen homogenate, 4MU-glucoside fluorescence;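 note: 0% = full enzyme activity and -100% = no enzyme basal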
# FEN1 inhibitor: qHTS Assay for the Inhibitors of Human Flap endonuclease 1 (FEN1); Recombinant FEN1 flap cleavage, fluorescence, 15 min; Potency, µM (highest dose often 114 µM), for inactives: top-dose activity change, negative = inhibition, usual class: inhibitors; 390,000 compounds, 0.35% hits; note: nearly all actives have a fitted effect of over 65% in size
# Target sequence (P39748 whole entry, looked up): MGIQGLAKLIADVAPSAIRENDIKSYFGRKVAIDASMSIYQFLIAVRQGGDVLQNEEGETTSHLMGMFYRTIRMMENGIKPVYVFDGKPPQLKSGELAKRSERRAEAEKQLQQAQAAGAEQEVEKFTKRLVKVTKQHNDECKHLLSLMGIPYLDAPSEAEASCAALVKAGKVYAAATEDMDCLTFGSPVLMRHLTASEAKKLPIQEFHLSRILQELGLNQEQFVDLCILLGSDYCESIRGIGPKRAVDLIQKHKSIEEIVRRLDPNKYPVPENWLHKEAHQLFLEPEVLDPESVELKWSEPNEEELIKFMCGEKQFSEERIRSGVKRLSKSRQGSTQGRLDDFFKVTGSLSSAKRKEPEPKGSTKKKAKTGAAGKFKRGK
#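 Potency values derive from four-parameter Hill fits of normalized qHTS data. The reaction used 10 nM FEN1 preincubated 15 min at room temperature with compound, then 50 nM DNA substrate, read at 0 and 15 min.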
# * = called active by the depositor; ? = inconclusive; . = not tested or not shown; & = joins results of further samples; [ ] = dose if it differs, or a comment. Calls come from the whole dose curve; as a rule, active = well fitted curve in the direction sought with a large enough effect; inconclusive = small, poorly fitted or top-dose-only effect, or another doubt; inactive = no such curve, though single readings can be large; an effect the other way counts as inactive or inconclusive. Unless noted, % is set by controls: 0 for no effect and ±100 for the full control effect; potency is the fitted concentration of half-maximal effect.
SMILES,TDP1 block,N370S GC,FEN1 inhibitor
Cc1nn(Cc2ccc(Cl)cc2)c(C)c1NC(=O)c1cc(C(C)C)on1,11%,0%,-14%
COc1cc(CN2CCc3ccccc3C2)cc([N+](=O)[O-])c1O,6%,-25%,-15%
CCN=C1SC(C(=O)NCCc2ccccc2)CC(=O)N1CC (stereo not given),-2%,16%,-11%
CCCCC(=O)Nc1sc2c(c1-c1nc3ccccc3s1)CCN(C(C)=O)C2,5%,17%,.
CC1CCCC1/C(=N/O)c1ccccc1 (stereo not given),.,-6%,-16%
COc1ccc(OC)c(CCNC(=O)CCn2c(=O)c3cccn3c3ccc(F)cc32)c1,6%,.,20%
N/C(=N\S(=O)(=O)c1cc(C(F)(F)F)cc(C(F)(F)F)c1)c1ccccc1,11%,6%,-26%
COc1ccccc1NC(=O)CSc1nc2c(oc3ccccc32)c(=O)n1C,1%,-10%,-11%
Oc1ccc2ccccc2c1CNn1cnnc1,-3%,22%,7%
CC(C)(C)c1ccc(C(=O)N2CCC(c3nc(-c4ccc(S(=O)(=O)N5CCCC5)cc4)no3)CC2)cc1,5%,.,-11%
CCC(=O)N1CCc2cc(S(=O)(=O)NCCC(=O)Nc3cccc(C)c3C)ccc21,-5%,.,21%
O[Si](CCCN1CCCCC1)(c1ccc(F)cc1)C1CCCCC1 (stereo not given),10%[56.1 µM],?,10%
NNC(=O)c1sc2cc(C(F)(F)F)cnc2c1-c1cccs1,.,27%,-21%
OCc1nc2c(ccc3ccccc32)[nH]1,.,-21%,4%
O=C(COC(=O)Cn1nnc(-c2ccccc2)n1)Nc1cc(F)ccc1F,0%,.,-1%
CCOC(=O)c1ccc(N2C(=O)C(CC(N)=O)N(CCc3ccc(OC)c(OC)c3)C2=S)cc1 (stereo not given),6%,-10%,1%
CCOC(=O)c1cnc2c(Cl)cc(Cl)cc2c1NCCCN1CCOCC1,.,-10%,-5%
O=S(=O)(c1cccs1)N1CCN(c2ccc(O)cc2)CC1,3%,?,10%
CCN(C(=O)c1cc2c(=O)n3cccc(C)c3nc2n1CCCOC)C1CCCCC1,-9%,?,-18%
CCOC(=O)c1ccc(N2C(=O)c3n[nH]c(C)c3C2c2ccc(C(C)(C)C)cc2)cc1 (stereo not given),2%,.,-10%

# Arranged by the number under N370S GC (high to low): 3 from the list above.
Structure,TDP1 block,N370S GC
Oc1ccc2ccccc2c1CNn1cnnc1,-3%,22%
CCN=C1SC(C(=O)NCCc2ccccc2)CC(=O)N1CC (stereo not given),-2%,16%
OCc1nc2c(ccc3ccccc32)[nH]1,.,-21%

# (next part)
SMILES,TDP1 block,N370S GC,FEN1 inhibitor
CCCN(CC(=O)Nc1ccccc1C)C(=O)CCNC(=O)c1ccccc1Cl,.,0%,5%
COc1ccc2oc(=O)c(C(=O)N3CCN(c4ccccc4)CC3)cc2c1,5%,23%,-6%
COC(=O)[C@@]1(Cc2ccccc2)[C@H]2c3cc(C(=O)N4CCCC4)n(Cc4ccc(C(F)(F)F)nc4)c3C[C@H]2CN1C(=O)c1ccccc1,14%,-4%,.
CC1(C)NC(=O)N(CC(O)CN2CCCC2)C1=O (stereo not given),2%,-1%,-3%
CCCCC(=O)Nc1ccc(NCc2ccc(C)s2)cc1,.,0%,-8%
C[C@H](CO)N1C[C@H](C)[C@@H](CN(C)C(=O)Nc2ccc(C(F)(F)F)cc2)Oc2ccc(NC(=O)Nc3ccccc3)cc2C1=O,1%,.,0%
Cc1ccc(OCC(=O)Nc2ccc(N3CCN(S(C)(=O)=O)CC3)cc2)c(C)c1,-1%,1%,-1%
O=C(CCC(=O)Nc1ccc(F)cc1)N/N=C/c1ccc(F)cc1,.,-8%,-10%
C=CC[C@H](CC(=O)NCCO)C(=O)N[C@H](C)COC(=O)[C@@H](CC=C)Cc1ccc(F)cc1,0%,.,19%
CC(C)C1=CC2=CC[C@@H]3[C@@](C)(C(=O)O)CCC[C@]3(C)C2CC1 (stereo not given in full),6%[56.1 µM],5%,.
CN(C)S(=O)(=O)N1CCC(n2cnc3cccnc32)CC1,3%,.,0%
COc1ccc(CCNS(=O)(=O)c2ccc(Br)cc2)cc1,.,-2%,-13%
C=CCNc1nc2ccccc2nc1NS(=O)(=O)c1ccc(Br)cc1,.,-12%,2%
O=C(C(=O)N1CCN(c2ccccc2F)CC1)c1cn(CC(=O)N2CCOCC2)c2ccccc12,2%,-4%,6%
Cc1cccc(N2CCN(CC(=O)Nc3ccc(S(=O)(=O)N4CCOCC4)cc3)CC2)c1C,3%,-8%,-5%
CC(=O)c1cc(CN2CCC(n3nccc3NC(=O)c3ccccc3C)CC2)cs1,0%,-23%,3%
Cc1nc2c(-c3ccccc3)c(C)nn2c(C)c1CCC(=O)NC(C)c1ccccc1 (stereo not given),-3%,.,-2%
CCn1cc(C(=O)NCCc2ccc(OC)c(OC)c2)c(=O)c2cc(S(=O)(=O)N3CCOCC3)ccc21,9%&0%,-11%,-7%&-21%
O=C(CCC(=O)OCC(=O)c1ccc([N+](=O)[O-])cc1)NC1CCCCC1,-1%,-7%,1%
Cc1ccc(NC(=O)C(=O)NCCc2sc(-c3ccc(Cl)cc3)nc2C)cc1C,4%,.,14%

# The list goes on, overlapping the part above by two compounds.
SMILES,TDP1 block,N370S GC,FEN1 inhibitor
O=C(CCC(=O)OCC(=O)c1ccc([N+](=O)[O-])cc1)NC1CCCCC1,-1%,-7%,1%
Cc1ccc(NC(=O)C(=O)NCCc2sc(-c3ccc(Cl)cc3)nc2C)cc1C,4%,.,14%
O=C(Cc1ccc2c(c1)OCCO2)N/N=C/c1ccco1,0%,.,19%
O=C(NCc1cccnc1)c1ccc(-c2cccc(Cl)c2Cl)o1,4%,13%,-4%
CC1CC(C)CN(C(=O)COC(=O)Cc2ccc(Br)cc2)C1 (stereo not given),.,-18%,-9%
CCN(C[C@H]1N[C@@](Cc2ccccc2)(C(=O)OC)[C@H]2C(=O)N(C)C(=O)[C@@H]12)S(=O)(=O)c1ccc(OC(F)(F)F)cc1,2%,.,5%
C=CCn1c(-c2ccc(=O)n(Cc3ccccc3)c2)n[nH]c1=S,-7%,-9%,.
COCC(=O)N(C)C1(c2nnnn2CCOC(=O)Nc2ccc(Cl)cc2)CCCC1,7%,-3%,1%
O=C(Nc1c(C(=O)C2CC2)oc2ccccc12)c1ccc(Cl)cc1,-2%,-3%,7%
COc1ccc(N2CCN(C(=O)c3ccc(CS(=O)(=O)c4ccccc4C)o3)CC2)cc1,.,-3%,-1%
O=C(/C=C/Nc1ccc(S(=O)(=O)Nc2ncccn2)cc1)c1ccc2ccccc2c1,3%,4%,-4%
O=C(c1ccco1)N1CCN(Cc2cc(=O)c(OCc3ccccc3F)co2)CC1,-20%,4%,1%
COCc1cc(C)nc2sc(C(=O)Nc3nccs3)c(N)c12,6%,-3%,-8%
CCOC(=O)c1ccccc1NC(=S)N1CCN(C(=O)c2ccco2)CC1,3%,7%,-4%
COc1ccccc1N(CC(=O)NC(C)(C)C)C(=O)c1ccc(Cl)nc1,-1%,-3%,-10%
O=C(COC(=O)c1cnccn1)NCc1ccccc1,3%,5%,10%
COc1ccc(Cn2c(-c3ccc(OC)c(O)c3)nc3ccccc32)cc1O,0%,8%,1%
O=C(NCCSc1c[nH]c2ccccc12)c1ccccc1Cl,9%,.,7%
Cc1ccc(S(=O)(=O)NNC(=S)Nc2c(Cl)cccc2Cl)cc1,-9%,4%,0%
Cc1cc(C)c(C(N)=O)c(SCC(=O)c2cc(C)c(C)cc2C)n1,2%,5%,-3%
Cc1cc(-c2cccs2)c(C#N)c(=S)[nH]1,.,-3%,-4%
COc1cccc(/C=N/Nc2ccnc(=O)[nH]2)c1O,.,-13%,-14%

# In a second layout: results already given
Compound | TDP1 block | N370S GC | FEN1 inhibitor
CCC(=O)N1CCc2cc(S(=O)(=O)NCCC(=O)Nc3cccc(C)c3C)ccc21 | -5% | . | 21%
O[Si](CCCN1CCCCC1)(c1ccc(F)cc1)C1CCCCC1 (stereo not given) | 10%[56.1 µM] | ? | 10%
NNC(=O)c1sc2cc(C(F)(F)F)cnc2c1-c1cccs1 | . | 27% | -21%

# Part of the list above, with tabs:
canonical_smiles	TDP1 block	N370S GC	FEN1 inhibitor
CCOC(=O)c1ccccc1NC(=S)N1CCN(C(=O)c2ccco2)CC1	3%	7%	-4%
COCc1cc(C)nc2sc(C(=O)Nc3nccs3)c(N)c12	6%	-3%	-8%
O=C(Nc1c(C(=O)C2CC2)oc2ccccc12)c1ccc(Cl)cc1	-2%	-3%	7%
CC1CC(C)CN(C(=O)COC(=O)Cc2ccc(Br)cc2)C1 (stereo not given)	.	-18%	-9%
CCN(C[C@H]1N[C@@](Cc2ccccc2)(C(=O)OC)[C@H]2C(=O)N(C)C(=O)[C@@H]12)S(=O)(=O)c1ccc(OC(F)(F)F)cc1	2%	.	5%
O=C(c1ccco1)N1CCN(Cc2cc(=O)c(OCc3ccccc3F)co2)CC1	-20%	4%	1%
Cc1cc(C)c(C(N)=O)c(SCC(=O)c2cc(C)c(C)cc2C)n1	2%	5%	-3%

# (continued)
SMILES,TDP1 block,N370S GC,FEN1 inhibitor
Clc1cccc(C2CCN(Cc3nc(COc4ccccc4)no3)C2)c1 (stereo not given),5%,-5%,-15%
O=C(CCCCl)NC(=S)Nc1ccc(N2CCOCC2)cc1,4%,4%,14%
O=C(NC1CC2CCC(C1)N2Cc1nnnn1Cc1ccco1)NC12CC3CC(CC(C3)C1)C2 (stereo not given),2%,6%,8%
Brc1c(CSc2nncc3ccccc23)nc2ccccn12,2%,-1%,0%
CCN1CCN(c2ccc(NC(=O)c3cccnc3)cc2Cl)CC1,2%,-14%,1%
COc1ccc(-c2nnc(SCc3cccc(Cl)c3)o2)cc1,-14%,.,-8%
Nc1nnnn1/N=C/c1ccc(O)cc1,1%,1%,-14%
Cc1cnc(CNc2ncnc3ccc(-c4cccc(C#N)c4)cc23)cn1,8%[56.1 µM],3%,.
COc1cc2[nH]c(=O)n(CCCCCC(=O)NCCCN3CCC(C)CC3)c(=O)c2cc1OC,5%[56.1 µM],0%,-6%
COc1ccccc1/C=C(/C(=O)OCC(=O)Nc1ccc(N(C)C)cc1)c1ccccc1,11%,15%,-5%
Cc1ccc(C)c(NS(=O)(=O)c2ccc3c(c2)NC(=O)CCS3)c1,1%,2%,-12%
Cc1ccc(OCc2nnc(NC(=O)OCC(C)C)s2)c(C)c1,9%,-2%,.
COc1ccc(CNC(=O)CN(CCC(C)C)S(=O)(=O)c2ccc3c(c2)OCCO3)cc1,3%,10%,-13%
CCC1=Nc2cc(C(=O)NCCCOC(C)C)ccc2Sc2ccc(C)cc21,12%,.,-20%
O=C(COC(=O)Cc1ccc(Cl)cc1)Nc1ccc(OC(F)F)cc1,-3%,-4%,-4%
CN(C)CCn1c2c(c(SCC(=O)Nc3ccccc3)nc1=O)CCCC2,2%,-9%,13%
O=C(NNC(=O)c1cnccc1C(F)(F)F)c1cccc(Cl)c1,3%,2%,2%
CC[C@@]12C(=O)N(c3cccc(Cl)c3)C(=O)N1[C@H](c1ccc(Br)cc1)[C@@H]1C(=O)N(C(C)(C)C)C(=O)[C@@H]12,0%,-6%,0%
O=C1c2ccccc2S(=O)(=O)N1CC1CC(c2ccccc2)=NO1 (stereo not given),-3%,-22%,-5%
CN(C(=O)COc1ccc(Cl)cc1Cl)c1nnc(C23CC4CC(CC(C4)C2)C3)s1,-3%,3%,-7%

# Screening results as filed in PubChem BioAssay.
